Assay outcomes deposited in PubChem BioAssay by Sanford-Burnham Center for Chemical Genomics.
hIAP act = human IAP activation | activation factor at 10 µM | 330,000 compounds, 0.16% hits | purified human IAP, CDP-Star luminescence, 30 min; stronger effect = higher value; 1 = vehicle-only enzyme, 0 = enzyme-free background | P09923;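 active means activation factor of the enzyme at least 2-fold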; further: the source names both 10 and 20 µM as test concentration; values of inactives mirror those of a sister screen read the other way
HKDC1 inhibitor = inhibitors of human hexokinase HKDC1; inhibition, % at 20 µM; AID 493160; Q2TB90; recombinant HKDC1, G6PDH/diaphorase resazurin coupled fluorescence; 340,000 compounds, 0.16% hits;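 active means inhibition above about 35% when tested at 20 µM, limit read from the data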;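 further: plate controls were DMSO wells with enzyme for no effect and DMSO wells lacking enzyme for full effect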
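Assay system – recombinant HKDC1 (HK5) hexokinase enzyme, produced in-house · Input – HKDC1 at 5 µg/mL · Reagent – glucose plus 1 mM ATP as hexokinase substrates · Timing – 90 min reaction incubation at room temperature, dark · Measured by – G6PDH/diaphorase-coupled fluorescence, 1 mM NADP, 100 µM resazurin, 525/613 nm · Benchmarks – DMSO-enzyme wells negative, buffer-substituted wells positive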
mIAP activ = increases mouse intestinal alkaline phosphatase activity. muIAP, CDP-Star luminescence, 30 min; stronger effect = higher value; 1 = vehicle-only enzyme signal, 0 = enzyme-free wells. activation factor at 10 µM. 330,000 compounds, 0.24% hits. AID 2805;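 active means activation factor of at least 2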; further: the source names both 10 and 20 µM as test concentration; values of inactives mirror those of a sister screen read the other way
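Assay system: mouse IAP enzyme; Reagent: CDP-Star chemiluminescent phosphatase substrate; Compound: DMSO-dissolved test compounds; Incubation: 30 min, room temperature; Technique: luminescence from enzymatic CDP-Star hydrolysis; Controls: DMSO-only wells and no-enzyme negative control.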
hIAP inh = blocks human intestinal alkaline phosphatase | purified IAP, CDP-Star luminescence, 30 min | 330,000 compounds, 0.12% hits | inhibition, % at 10 µM | P09923;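 active means inhibition reaching a set limit with compound at 10 µM in the primary screen, cut at about 35% in these data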;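 further: plate controls were DMSO wells with enzyme for no effect and no-enzyme buffer wells for full effect; values of inactives mirror those of a sister screen read the other way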
mIAP inh = mouse IAP inhibition; AID 2806; 330,000 compounds, 0.2% hits; inhibition, % at 10 µM; purified mouse IAP, CDP-Star luminescence, 30 min;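 active means inhibition of at least 40% at 10 µM in the primary screen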;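 further: plate controls were DMSO with enzyme for no effect and no enzyme wells for full effect; values of inactives mirror those of a sister screen read the other way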
PfG6PD inh = PfG6PD (Plasmodium falciparum) enzyme inhibition. PfGluPho enzyme, NADPH resazurin-diaphorase fluorescence. inhibition, % at 20 µM. 350,000 compounds, 0.78% hits;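 active means inhibition reaching at least a set limit at 20 µM in the primary screen, cut at about 59% in these data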;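 further: 0% = DMSO wells with substrate and 100% = DMSO wells lacking glucose-6-phosphate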
ATG4B inhibitor = blocks human ATG4B protease cleavage of LC3 substrate; Q9Y4P1; ATG4B cleavage of LC3-PLA2, NBD-HPC fluorescence, 1 h; inhibition, % at 8.33 µM; 340,000 compounds, 0.51% hits; AID 504462; in the data active means inhibition above about 40%
Target sequence (Q9Y4P1 whole entry, looked up): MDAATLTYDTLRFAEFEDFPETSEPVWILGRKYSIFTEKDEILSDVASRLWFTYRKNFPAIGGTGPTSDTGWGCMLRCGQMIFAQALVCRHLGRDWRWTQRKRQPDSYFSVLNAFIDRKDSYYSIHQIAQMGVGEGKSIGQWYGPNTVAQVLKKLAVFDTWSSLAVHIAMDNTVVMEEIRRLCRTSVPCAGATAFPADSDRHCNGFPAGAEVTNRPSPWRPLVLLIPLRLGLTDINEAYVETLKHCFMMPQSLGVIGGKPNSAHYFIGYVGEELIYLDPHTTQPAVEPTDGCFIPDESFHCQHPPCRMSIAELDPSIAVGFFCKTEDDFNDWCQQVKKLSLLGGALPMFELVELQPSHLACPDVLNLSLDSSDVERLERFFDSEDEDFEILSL
A3A deaminase = blocks human APOBEC3A ssDNA deamination; P31941; recombinant A3A, FAM/TAMRA ssDNA deamination fluorescence; inhibition, % at 20 µM; 330,000 compounds, 0.41% hits;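 active means at least 40% inhibition at 20 µM here, with at most 30% in a related deaminase screen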;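 further: plate controls were A3A with DMSO for no effect and wells lacking A3A enzyme for full effect; some results filed as inactive read as strong as hits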
Target sequence (P31941 whole entry, looked up): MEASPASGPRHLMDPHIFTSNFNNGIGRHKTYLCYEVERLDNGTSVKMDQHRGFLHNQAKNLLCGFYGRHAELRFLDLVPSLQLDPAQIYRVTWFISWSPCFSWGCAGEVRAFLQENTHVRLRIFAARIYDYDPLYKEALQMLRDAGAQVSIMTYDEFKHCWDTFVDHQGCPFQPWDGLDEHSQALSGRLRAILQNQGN
Active calls of the source: *; & = joins results of further samples.

Molecule	hIAP act	HKDC1 inhibitor	mIAP activ	hIAP inh	mIAP inh	PfG6PD inh	ATG4B inhibitor	A3A deaminase
Cc1ccc(S(=O)(=O)/C(C#N)=C/c2ccccc2OCc2ccccc2)cc1	0.98	7	0.85	2	15	1	37	-1
CCC1(CC)NC(=O)N(CC(=O)OCC(=O)Nc2cc(OC)ccc2OC)C1=O	0.9	-5	0.86	10	14	1	-2	-4
Cc1ccc(C)c(NC(=O)NCCN2CCCCC2)c1	1	-6	1	-1	-4	-13	3	1
COc1cc2c(cc1OC)CN(C(=O)/C=C/c1ccccc1[N+](=O)[O-])CC2	0.95	-1	0.97	5	3	2	-5	-2
O=C(c1ccc(Cl)s1)N1CCN(c2nc3ccccc3s2)CC1	1	5	1	-4	-3	4	1	-2
CC1CN(C2CCCCC2)c2nc3c(c(=O)[nH]c(=O)n3C)n2C1 (stereo not given)	1	-1	0.98	-3	2	-1	0	-6
Cc1nc(Nc2ccccc2)sc1C(=O)Nc1ccccc1	1.2	-1	1.1	-17	-8	22	-11	-1
CCC1=C(OC(=O)N(CC)CC)N2C(=O)OC(=NCCc3c[nH]c4ccccc34)[C@]2(C)[C@H]2C1=CC[C@H]1C(=O)N(C)C(=O)[C@H]12	1	-3	0.9	0	10	6	4	-2
O=C(CCN=C1NS(=O)(=O)c2ccccc21)OCC(=O)c1ccccc1Cl	0.72	-3	1	28	-1	-3	-1	13
CC(C)C1Oc2ccccc2N(CC(=O)N(Cc2ccncc2)Cc2ccco2)C1=O (stereo not given)	0.94	-1	1	6	-2	1	-18	0
O=C(NCc1ccc2c(c1)OCO2)Nc1cccc2ccccc12	1	1	0.96	-5	4	-3	0	3
COCCNC(=O)c1onc(CSc2ccccc2C)c1C(=O)O	1	-9	1	-1	-4	9	-4	5
O=C(COC(=O)c1cc(-c2ccccc2)nc2ccccc12)NCC1CCCO1 (stereo not given)	0.95	-4	1	5	0	3	-13	-4
O=C(CN1C(=O)/C(=C/c2ccccc2)SC1=S)NC1C=CS(=O)(=O)C1 (stereo not given)	0.89	3	0.85	11	15	-6	-2	-8
COc1ccc(N=C2C(=Nc3ccc(OC)cc3)N(c3ccc(OC)cc3)C(=S)N2C)cc1	0.88	-5	0.86	12	14	29	-4	-2
COc1ccc(NC(=S)N2CCC(NC(=O)C3CCCCC3)CC2)cc1	0.91	4	0.93	9	7	-10	-11	-3
COc1ccccc1N1C(=O)C2C(c3ccccc3F)NN(C(=O)c3ccc(C)cc3)C2C1=O (stereo not given)	0.98	1	0.93	2	7	-14	-3	2
CCCN(CC(=O)Nc1ccccc1OC)C(=O)c1cc(-c2cccs2)nn1-c1ccccc1	0.99	2	1	1	-1	0	1	11
COc1ccccc1OCC(=O)Nc1ccc2c(c1)C(=O)N(CC1CCCO1)C2=O (stereo not given)	1.1	-4	1	-12	-2	11	2	4
C/C(=N\NC(=O)c1cc(-c2cccnc2)nc2ccccc12)c1ccccc1O	1.3	4	0.81	-32	19	-41	-10	2
CSC[C@@H]1NC(=S)N(c2ccc(C)cc2)C1=O	1.1	-6	0.8	-15	20	-2	-1	-3
C=CCOc1ccc(/C=C2/C(=O)ON=C2C)cc1OC	0.84	8	1	16	-1	20	0	1
CCOC(=O)c1ccc(NC(=O)c2cnccn2)cc1	0.99	1	1.1	1	-9	-8	-8	-1
CCc1ccc(C(O)(CNCc2ccccc2)c2ccccc2)cc1 (stereo not given)	1.1	2	0.99	-9	1	10	23	-2
COc1cc(NS(=O)(=O)c2ccc(NC(=O)/C=C/C(=O)O)cc2)nc(OC)n1	0.97	2	1.1	3	-11	-12	2	-4

Continuation.
Molecule	hIAP act	HKDC1 inhibitor	mIAP activ	hIAP inh	mIAP inh	PfG6PD inh	ATG4B inhibitor	A3A deaminase
CN1CCN(C(=O)/C=C/c2cn(-c3ccccc3)nc2-c2ccc3c(c2)OCCO3)CC1	0.91	0	0.96	9	4	-4	-9	2
CC(=O)Nc1ccc(S(=O)(=O)Nc2nccc(C3Cc4ccccc4C(=O)O3)n2)cc1 (stereo not given)	0.95	-4	1	5	-4	-6	-2	-4
Cc1ccc(N2CC(C(=O)OCC(=O)Nc3cc(C)on3)CC2=O)c(C)c1 (stereo not given)	0.95	-10	0.99	5	0	5	-4	-2
Cc1noc(C)c1S(=O)(=O)N1CCCC(C(=O)Nc2nccs2)C1 (stereo not given)	0.92	-9	0.95	8	5	13	-8	2
Cc1csc(NC(=O)C2CCCN(S(=O)(=O)c3cccnc3)C2)n1 (stereo not given)	0.87	-3	1	13	-5	-2	-2	-2
CC(=O)c1ccc(N2CCN(C(=S)Nc3ccccc3F)CC2)cc1	1.2	-6	0.95	-15	5	5	-6	-4
Cc1cc(-c2csc(N)n2)c(C)n1Cc1ccccc1	1.1	-11	0.78	-8	22	1	27	-1
CC(=O)Nc1ccc(OC(=O)N2CCCC2)cc1	1.2	3	1	-21	-5	-8	12	0
CN(Cc1ccccc1)C(=O)c1ccc(NC(=O)Cc2cccc(NC(=O)C3CCCN(C(=O)C4CCC4)C3)c2)cc1 (stereo not given)	0.98	2	1.3	2	-32	-10	-3	-1
Fc1ccccc1/C=N/NC(=S)Nc1ccc(Cl)cc1Cl	0.9	-17	0.88	10	12	3	-2	-1
Cc1ccccc1/C=N/NC(=O)Cn1nnc(N)n1	0.86	-7	0.97	14	3	2	-1	-5
CC(C)(C)c1cc[n+](-c2[nH]c(=O)sc2/C=N/N=C(\[O-])c2ccccc2)cc1	0.94	1	0.84	6	16	10	-10	-3
CN1C(=O)Nc2cccc3cccc1c23	0.84	3	0.99	16	1	22	-5	0
CC(C)CNC(=O)COc1ccccc1[N+](=O)[O-]	0.99	5	1.1	1	-7	-1	5	0
CC(C)(C)c1cc(C(=O)NNc2ccc(OC(F)(F)F)cc2)n(Cc2ccccc2)n1	1.1	3	1.4	-13	-38	4	-2	-3
Nn1c(SC/C=C/c2ccccc2)nnc1-c1cccnc1	1	2	1.1	-4	-6	3	-3	-2
O=S(=O)(c1ccccc1)N1CCN(Cc2c(O)ccc3ccccc23)CC1	1.1	19	0.97	-11	3	18	-8	1
Cc1ccccc1S(=O)(=O)Cc1ccc(C(=O)NCc2ccco2)o1	1.1	-2	0.92	-15	8	4	0	-7
Cc1ccc(C2C(C(=O)c3cc4ccccc4o3)=C(O)C(=O)N2c2cc(C)on2)cc1 (stereo not given)	1.2	3	0.87	-18	13	-16	-8	-6
O=C(c1ccc(N2CCC3(CC2)OCCO3)c([N+](=O)[O-])c1)N1CCOCC1	1.1	4	1.1	-7	-8	1	-4	2
COc1ccc(C(=O)N=C2SC3CS(=O)(=O)CC3N2Cc2ccccc2)cc1OC (stereo not given)	0.94	0	0.91	6	10	9	-22	-6
O=C(O)c1cccc(-n2nnnc2SCc2ccccc2Cl)c1	0.95	-3	0.96	4	4	-35	1	0
COc1cc(NC(=O)CN(C)Cc2ccc(OC(F)F)cc2)c(C)cc1[N+](=O)[O-]	0.94	-7	0.89	6	11	9	-6	-2
CC(C)S(=O)(=O)C1=NSC2=NC(=O)/C(=C\c3ccc(OC(=O)c4ccco4)cc3)C(=N)N21	0.94	8	0.97	6	3	-13	2	-2
CS(=O)(=O)NNC(=O)Cn1nnc(-c2ccc(OCc3ccccc3Cl)cc2)n1	1	-4	0.92	-4	8	-8	7	-3

3 compounds picked at random from those above:
Molecule	hIAP act	HKDC1 inhibitor	mIAP activ	hIAP inh	mIAP inh	PfG6PD inh	ATG4B inhibitor	A3A deaminase
O=C(c1ccc(N2CCC3(CC2)OCCO3)c([N+](=O)[O-])c1)N1CCOCC1	1.1	4	1.1	-7	-8	1	-4	2
Cc1ccc(N2CC(C(=O)OCC(=O)Nc3cc(C)on3)CC2=O)c(C)c1 (stereo not given)	0.95	-10	0.99	5	0	5	-4	-2
CN1CCN(C(=O)/C=C/c2cn(-c3ccccc3)nc2-c2ccc3c(c2)OCCO3)CC1	0.91	0	0.96	9	4	-4	-9	2

(cont.)
Molecule	hIAP act	HKDC1 inhibitor	mIAP activ	hIAP inh	mIAP inh	PfG6PD inh	ATG4B inhibitor	A3A deaminase
N#Cc1cc(Oc2cccc3cccnc23)c(-n2nnc3ccccc32)cc1C#N	1.1	13	1.1	-8	-7	50	-10	-6
COc1ccc(OC)c(NC(=O)C2CCCNC2=O)c1 (stereo not given)	0.94	-4	0.91	6	9	-15	-2	3
CC(=O)Nc1ccc(NC(=O)C(C)OC(=O)C2CCC2)cc1 (stereo not given)	1	6	0.93	0	7	-4	-2	-4
CCOc1ccccc1NC(=O)CCS(=O)(=O)c1ccc(Br)cc1	0.86	-4	1.1	14	-8	20	1	88
Cc1ccc(C(C)C)c(OCCCCCN2CCOCC2)c1	0.82	-1	0.96	18	4	22	-6	-4
O=C(Nc1ccncc1)Nc1ccccc1Cl	0.94	-8	1.1	6	-10	-3	0	-1
O=C(c1ccco1)N(CCCN1CCOCC1)c1nc(-c2ccc(F)cc2)cs1	1.1	11	0.98	-14	2	-2	-9	2
CC1(C)CCC(C)(C)NC(=S)N1	0.84	-11	0.99	16	1	24&9	8	-2
CCOc1ccc(OCc2cccc(C(=O)Nc3ccc(CN4CCCCC4)cc3)c2)cc1	1.1	-5	1	-6	-3	9	-3	0
O=C(Nc1cccc(-c2cn3c(n2)SCC3)c1)c1ccc2ccccc2n1	0.92	2	0.89	8	11	23	-11	2
CC1(C)CC2CC(C)(CN2C(=O)COC(=O)c2ccc(NC(=O)CC#N)cc2)C1 (stereo not given)	0.85	-3	0.98	15	2	17	-6	-4
O=C(NCc1ccccc1)c1onc(CSc2ccccc2)c1C(=O)NCC1CC1	0.93	0	0.9	7	10	25	2	0
COc1cccc(/C=N/NC(=O)c2nc(-c3ccccc3)cc(-c3ccccc3)n2)c1O	0.98	-30	0.93	2	7	-24	14	5
O=C(Nc1cccc2cccnc12)c1ccccc1Cl	1.1	3	1.1	-6	-11	-6	-3	2
CC(=O)NCCC(=O)Nc1nc2c(ccc3ccccc32)s1	1.1	-1	0.94	-7	6	15	-6	1
COc1cccc(CN(C)C(=O)CCc2nnc(-c3ccsc3)o2)c1	1.1	-10	0.86	-10	14	-5	21	5
CN1/C(=C\C(=O)COC(=O)C2COc3ccccc3O2)C(C)(C)c2ccccc21 (stereo not given)	0.91	8	1.1	9	-6	25	7	0
CC1CCN(CC[C@H]2CCCN2S(=O)(=O)c2cccc(O)c2)CC1	0.91	-1	1	9	-1	-5	5	-2
CC1=CC(=O)C(C(C)C)=CC1=NC(=O)c1ccc(C)cc1	0.95	9	1.1	5	-5	93*	-6	-5
COc1ccc(C(C)(C)C)cc1NC(=O)CCc1c(C)noc1C	0.96	-2	0.92	4	8	-11	4	2
Cc1nc(C(=O)N2CCCC(C(=O)c3cccc(OC(C)C)c3)C2)cs1 (stereo not given)	1.1	-4	0.99	-11	1	-11	4	-3
COc1ccc(C(=O)COC(=O)CNC(=O)c2ccccc2)cc1F	1.1	2	1.1	-12	-13	-2	-10	-1
O=C(CSc1ncnc2sc3c(c12)CCCCC3)NCc1ccco1	0.87	1	1.1	13	-10	-1	-1	0
O=C(OCc1nc2ccsc2c(=O)[nH]1)c1ccc(Cl)s1	0.97	7	0.99	3	0	9	1	2
Cc1cccc(NC(=O)CN2C(=O)COc3ccc(Cl)cc32)c1	1.2	0	1.4	-20	-36	-6	4	-1
